TRHR agonist = agonists of human TRH receptor; AID 493084; activation, % at 2 µM; TRHR cells, calcium flux fluo-8, FDSS agonist mode; 360,000 tested, 0.18% active; P34981; in the data active = activation above about 30%; also: 0% is about no effect
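Steps: seed TRHR cells overnight; add fluo-8 no-wash Ca dye, RT 30 min–1.5 h; record 10 s baseline; pin-transfer compounds; monitor fluorescence 1 cycle/s for the agonist window. Calcium increases flag candidate agonists.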
APE1 inh = blocks human APE1 abasic DNA cleavage; 350,000 tested, 0.35% active; P27695; Potency, µM (top dose mostly 65.8 µM), inactives show at the highest dose activity change, negative = inhibition, most hits filed as inhibitors; recombinant APE1, TAMRA/BHQ-2 abasic DNA cleavage fluorescence; AID 2517;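 also: potency is read from the fitted curve at half-maximal effect; plate controls were vehicle for no effect and reference inhibitor for full effect; nearly all actives have a fitted effect of over 55% in size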
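APE1 at 0.75 nM final was preincubated with compound 15 min at room temperature, then 50 nM double-stranded THF abasic-site substrate (5'-TAMRA/3'-BHQ-2) was added. Fluorescence (ex 525/em 598 nm) was read kinetically; third-minus-first read gave activity.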
ALOX12 inh = inhibitors of human 12S-lipoxygenase ALOX12 | Potency, µM (top dose mostly 108 µM), for the others: top-dose activity change, negative = inhibition, usual class: inhibitors | 580,000 tested, 1.1% active | P18054 | purified 12hLO, xylenol orange hydroperoxide absorbance; also: potency is read from the fitted curve at half-maximal effect; % is scaled to controls: 0 for no effect and ±100 for the full control effect
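Hydroperoxide product was detected by ferrous iron/xylenol orange as the 573 to 405 nm absorbance ratio. Arachidonic acid at 40 uM (final) was turned over for 30 min at room temperature by 150 nM human 12hLO, pH 7.0 Hepes buffer, after 15 min compound preincubation.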
Anesthetic bind = binds horse apoferritin like a general anesthetic; apoferritin/1-aminoanthracene competitive binding, fluorescence; Potency, µM (doses to about 77.5 µM), inactives show at the top dose activity change, negative = displacement, most hits filed as inhibitors; 350,000 tested, 0.074% active; also: potency is read from the fitted curve at half-maximal effect; % is scaled to controls: 0 for no effect and ±100 for the full control effect; nearly all actives have a fitted effect of over 20% in size
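Horse-spleen apoferritin (10 uM) was mixed with 50% saturated 1-aminoanthracene in PBS, exposed to compounds for 10 min at room temperature, and read for fluorescence (ex 380 nm, em 535 nm). Competitive displacement was fitted with a four-parameter Hill equation.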
BLM inh = Bloom syndrome helicase (human) inhibition. Potency, µM (series often up to 56.1 µM), without a hit: at the top dose activity change, negative = inhibition, most hits filed as inhibitors. AID 2528. 350,000 tested, 0.2% active. P54132. recombinant BLM DNA unwinding, fluorescence dequenching;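 also: potency is read from the fitted curve at half-maximal effect; plate controls were vehicle for no effect and no enzyme for full effect; nearly all actives have a fitted effect of over 35% in size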
Pol beta inh = DNA polymerase beta (human) inhibition; Pol beta primer extension/strand displacement, fluorescence kinetic; Potency, µM (doses to about 114 µM), inactives show at the highest dose activity change, negative = inhibition, usual class: inhibitors; 340,000 tested, 1.3% active; also: potency is read from the fitted curve at half-maximal effect; % is scaled to controls: 0 for no effect and ±100 for the full control effect
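Pol beta (10 nM) was preincubated with compound for 15 min at room temperature. The reaction was then started with 50 nM substrate and read immediately and after a further 10 min at room temperature.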
POLK inh = blocks human DNA polymerase kappa activity; 400,000 tested, 0.53% active; Q9UBT6; purified Pol kappa, fluorescent DNA synthesis assay, 10 min; Potency, µM (top dose mostly 107 µM), without a hit: at the top dose activity, negative = inhibition, most hits filed as inhibitors; AID 588579; also: potency is read from the fitted curve at half-maximal effect; % is scaled to controls: 0 for no effect and ±100 for the full control effect
Target sequence (Q9UBT6 whole entry, looked up): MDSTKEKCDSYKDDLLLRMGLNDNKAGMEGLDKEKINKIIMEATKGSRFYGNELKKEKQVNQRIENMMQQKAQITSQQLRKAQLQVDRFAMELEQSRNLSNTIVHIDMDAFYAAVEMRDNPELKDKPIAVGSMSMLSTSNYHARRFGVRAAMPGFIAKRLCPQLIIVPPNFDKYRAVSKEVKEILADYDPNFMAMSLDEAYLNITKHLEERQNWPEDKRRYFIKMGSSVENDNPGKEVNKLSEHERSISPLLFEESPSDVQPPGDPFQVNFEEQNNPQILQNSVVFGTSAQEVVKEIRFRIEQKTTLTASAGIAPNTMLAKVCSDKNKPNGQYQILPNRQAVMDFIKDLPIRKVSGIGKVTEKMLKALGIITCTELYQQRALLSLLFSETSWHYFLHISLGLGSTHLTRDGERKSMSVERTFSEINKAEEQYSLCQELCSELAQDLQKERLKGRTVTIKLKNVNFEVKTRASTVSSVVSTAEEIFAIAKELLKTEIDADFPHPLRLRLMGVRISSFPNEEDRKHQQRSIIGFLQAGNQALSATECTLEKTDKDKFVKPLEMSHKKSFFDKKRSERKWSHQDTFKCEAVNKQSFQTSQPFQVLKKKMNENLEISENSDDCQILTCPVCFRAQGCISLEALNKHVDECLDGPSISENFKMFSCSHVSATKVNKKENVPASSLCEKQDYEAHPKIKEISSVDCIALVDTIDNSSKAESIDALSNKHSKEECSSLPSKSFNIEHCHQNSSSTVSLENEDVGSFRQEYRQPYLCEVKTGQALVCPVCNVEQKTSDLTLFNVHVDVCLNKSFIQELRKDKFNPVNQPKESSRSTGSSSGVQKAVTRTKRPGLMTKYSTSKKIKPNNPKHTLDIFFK
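10 nM Pol kappa preincubated 15 min at room temperature with compounds, then reaction started with substrate at 50 nM final. Fluorescence read kinetically at 0 and 10 min; buffer-only wells served as negative control.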
ERG-DNA inh = blocks human ERG Ets domain binding to DNA; fluorescence polarization, His-ERG Ets domain / labelled DNA; Potency, µM (doses to about 76.9 µM), for the others: top-dose FP activity, negative = inhibition, actives largely listed as inhibitors; 370,000 tested, 0.028% active; active = well fitted inhibition curve with a large enough effect in the polarisation, with a control signal flat; inconclusive = small, poorly fitted or top-dose-only effect, or effect the other way, or a change in a side signal; inactive = no such curve, though single readings can be large or run the other way; the % refers to the polarisation;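 also: polarization taken with two DNA probes labelled with fluorescein and Texas red; potency is read from the fitted curve at half-maximal effect; % of control where 0% means no effect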
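His-tagged ERG Ets domain (1 uM in the protein solution; 300mM KCl, 50mM Tris-HCl, 1mM EDTA, 1mM DTT, pH 7.5) received compound, then a probe mix of 5 nM fluorescein-DNA and 100nM Texas-615-DNA. Fluorescence polarization was read for both dyes.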
Pol iota inh = DNA polymerase iota (human) inhibition | Pol iota fluorescent replication assay, 10 min | Potency, µM (highest dose often 115 µM), inactives show at the top dose activity, negative = inhibition, usual class: inhibitors | 390,000 tested, 1% active | AID 588590; also: potency is read from the fitted curve at half-maximal effect
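Pol iota at 10 nM preincubated 15 min with compounds at room temperature; reaction started with fluorescent substrate, 50 nM final. Fluorescence read kinetically at 0 and 10 min; buffer-only wells as negative control.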
An asterisk follows results filed as active; ? = inconclusive; / = no result given; & = joins results of further samples; [ ] = remark or other dose. Unless noted, calls follow the shape of the dose curve; as a rule, active = well fitted curve in the direction sought with a large enough effect; inconclusive = small, poorly fitted or top-dose-only effect, or another doubt; inactive = no such curve, though single readings can be large; an effect the other way counts as inactive or inconclusive.

Each structure is followed by: TRHR agonist	Pol iota inh	ERG-DNA inh	ALOX12 inh	Pol beta inh	APE1 inh	BLM inh	Anesthetic bind	POLK inh
1: CC(=O)OCCCn1c(C)[n+](C)c2cc(Cl)c(Cl)cc21
 : -0.4	-26%	-5%	?	19%	7%	3%	-4%	-7%
2: CC1CCN(S(=O)(=O)c2cn(C)c(=O)n(C)c2=O)CC1
 : 0.8	-5%	-3%	23%	-2%	-2%	4%	-9%	6%
3: CCOC(=O)N1N=C(CC)CC1(O)C(F)(F)F (stereo not drawn)
 : 1.1	2%	-8%	2%	11%	4%	-6%	-3%	0%
4: CCOC(=O)CCNCc1ccc(F)cc1
 : 0.4	87%[activator]	-1%	-15%	-2%	-2%	-3%	-3%	-3%
5: COc1ccc(C(=O)N2CCc3cc(OC)c(OC)cc3C2c2cccc([N+](=O)[O-])c2)cc1OC (stereo not drawn)
 : 0.3	-14%	-1%	0%	1%	-7%	-7%	?	-10%
6: CC(=O)N1CCN(Cc2nc3cc(NS(C)(=O)=O)ccc3n2C)CC1
 : 0.7	38%[activator]	/	-21%	7%	-8%	-2%	-3%	-3%
7: CC(NC(=O)c1ccccc1)c1ccc(Br)cc1 (stereo not drawn)
 : -0.8	95%[activator]	0%	?	-13%	1%	-2%	-8%	1%
8: CCC(C)OC(=O)C1=C(C)O[C@]23OC(N)=C(C#N)[C@]12C(=O)c1ccccc13 (stereo partly drawn)
 : -2.4	?	-6%	-27%	14%	4%	-4%	?	-13%
9: COc1ccc(C(=O)C2CCN(C(=S)NCCc3ccc(OC)c(OC)c3)CC2)cc1
 : 1.2	-8%	-3%	-28%	-1%	1%	0%	-9%	2%
10: COc1ccc(NS(=O)(=O)c2ccc(-c3coc(C)n3)cc2)cc1
 : -0.2	?	11%	-19%	-14%	-18%	-9%	-11%	-6%
11: C=CCNC(=O)/C(C#N)=C/c1ccccc1Cl
 : 0.2	43%[activator]	-7%	?	43%	13%	-3%	-9%	-15%
12: O=[N+]([O-])c1cccc(/C=N/Nc2ncc(Br)cn2)c1
 : 0.3	18%	-2%	25%	7%	13%	-5%	-12%	-2%
13: COC(=O)[C@@H](NC(=O)NCc1cccc(OC)c1)C(C)C
 : -0.7	5%	7%	0%	-1%	0%	0%	-20%	-3%
14: Cc1cc2oc(=O)c(CC(=O)NCCCN(C)C)c(C)c2c2occ(C(C)(C)C)c12
 : -1.5	52%[activator]	-2%	/	24%	-1%	95%[activator]	1%	0%
15: CN1C(=O)[C@H]2[C@@H](C3CC3)N3C(=O)CN(Cc4ccccc4)C(=O)[C@@]3(C)[C@H]2C1=O
 : 0.2	9%	6%	26%	39%	16%	-2%	2%	7%
16: CCOc1ccccc1NC(=O)CN1CCc2ccccc2C1
 : -3.2	108%[activator]	-3%	20%	-4%	35%	-11%	?	-7%
17: CNC(=S)N/N=C1\CC(c2ccccc2)Oc2ccccc21 (stereo not drawn)
 : -1.3	105%[activator]	6%	40µM*	9%	6%	1%	-6%	-7%
18: Cc1cccc(C(=O)Nc2nc(-c3nnn(-c4cc(C)ccc4C)c3C)ns2)c1
 : 1.1	-3%	-2%	1%	-20%	/	0%	-8%	-4%
19: O=C(C#Cc1ccccc1)Nc1ccccc1F
 : -1.0	1%	-20%	10%	19%	-5%	-1%	-5%	7%
20: CC(=O)Cn1cnc2c(sc3nc(C)cc(C)c32)c1=O
 : -0.2	0%	-1%	?	?	-1%	4%	14%	5%
21: CCS(=O)(=O)NCc1ccc2c(c1)cc(C)n2C
 : 0.8	45%[activator]	1%	4%	11%	0%	-8%	-8%	-2%
22: COc1ccc(C2CC(=O)C(C=NCCCO)=C(O)C2)cc1 (stereo not drawn)
 : 0.8	31%[activator]	2%	4%	27%	-8%	-2%	3%	9%
23: CCCC(=O)Nc1nnc(S(=O)(=O)N2CCCCCC2)s1
 : 0.4&0.1	-9%&-2%	4%&6%	3%&-9%	38%&-5%	-5%	-1%&-5%	-9%&1%	-12%&-6%
24: Cn1c(C(=O)Nc2ccc3c(c2)OCCO3)cc2c(=O)n(C)c3ccccc3c21
 : -0.5	14%	-4%	-17%	4%	1%	0%	4%	-17%
25: COCCCn1c(C(=O)N2CCOCC2)cc2c(=O)n3cccc(C)c3nc21
 : /	7%	12%	8%	/	/	/	/	-7%
26: Cc1ccc(NC(=O)CN2CCCCCC2)c(Br)c1
 : 0.0	-7%	-2%	-9%	24%	-3%	-3%	?	-5%
27: CC(C)N(C(=O)COC(=O)CNC(=O)c1ccc(Br)cc1)c1ccccc1
 : 0.0	0%	-2%	4%	23%	0%	3%	-9%	-21%
28: CSCCC(NC(=O)c1ccco1)C(=O)O (stereo not drawn)
 : 0.7	35%[activator]	5%	?	-3%	2%	2%	-6%	-10%
29: O=C(O)CCn1cnc2onc(-c3ccccc3Cl)c2c1=O
 : 0.6	6%	-6%	?	22µM*	/	0%	10%	-15%
30: CCOC(=O)c1c(NC(=O)Cn2nnc(-c3ccc(Cl)cc3)n2)sc(C)c1C
 : 0.1	-19%	-4%	0%	27%	-1%	-1%	-11%	-5%
31: CCCCNC(=O)N1CCN(C(=O)C2CCCO2)CC1 (stereo not drawn)
 : 0.3	26%	10%	-7%	-23%	5%	-1%	-2%	6%
32: CCOC(=O)c1ccc(Nc2sc(C(=O)c3cccc([N+](=O)[O-])c3)c(N)c2C#N)cc1
 : 0.5	?	-5%	1%	?	-2%	-7%	-2%	-11%
33: COc1ccc(CC(=O)Nc2nc(C)cs2)cc1OC
 : -0.3	36%[activator]	-2%	-5%	20%	25%	-3%	-8%	0%
34: NC1=NC[C@H](Cc2ccccc2)N1CCc1cc(C(F)(F)F)cc(C(F)(F)F)c1
 : 0.1	-9%	13%	-20%	1%	0%	1%	-19%	-4%
35: Cc1nc(SC2CC(=O)N(c3cc(Cl)cc(Cl)c3)C2=O)nc2c1CCCC2 (stereo not drawn)
 : -0.3	?	9%	-25%	7%	?	-10%	0%	1%
36: CCCCc1nccn1CCn1ccnc1CCCC
 : 1.7	-8%	-6%	-18%	5%	16%	1%	1%	-9%
37: CCCCn1nc(C(=O)NC2CCCCCC2)c2ccccc2c1=O
 : /	-5%	-10%	-19%	/	2%	/	/	-14%
38: COc1cc2c(=O)c(S(=O)(=O)c3ccc(F)cc3)cn(Cc3ccccc3C)c2cc1OC
 : 0.7	7%	0%	-16%	26%	/	-6%	-6%	-1%
39: Cc1cc(C)c(NC(=O)C2=CCN(S(=O)(=O)c3ccc(F)cc3)CC2)c(C)c1
 : -1.2	10%	7%	2%	-2%	-2%	2%	8%	2%
40: Cc1ccccc1Nc1c(-c2ccc(O)cc2)nc2c(C)cccn12
 : -0.8	-9%	1%	?	14%	/	-8%	-12%	-8%
41: Cc1ccc(-c2cc3onc(-c4ccccc4)c3c(=O)n2C)cc1
 : 0.1	0%	-1%	0%	/	34%[activator]	/	/	-15%

Among those listed so far, these have an aryl methoxy group:
Each structure is followed by: TRHR agonist	Pol iota inh	ERG-DNA inh	ALOX12 inh	Pol beta inh	APE1 inh	BLM inh	Anesthetic bind	POLK inh
5: COc1ccc(C(=O)N2CCc3cc(OC)c(OC)cc3C2c2cccc([N+](=O)[O-])c2)cc1OC (stereo not drawn)
 : 0.3	-14%	-1%	0%	1%	-7%	-7%	?	-10%
9: COc1ccc(C(=O)C2CCN(C(=S)NCCc3ccc(OC)c(OC)c3)CC2)cc1
 : 1.2	-8%	-3%	-28%	-1%	1%	0%	-9%	2%
10: COc1ccc(NS(=O)(=O)c2ccc(-c3coc(C)n3)cc2)cc1
 : -0.2	?	11%	-19%	-14%	-18%	-9%	-11%	-6%
13: COC(=O)[C@@H](NC(=O)NCc1cccc(OC)c1)C(C)C
 : -0.7	5%	7%	0%	-1%	0%	0%	-20%	-3%
22: COc1ccc(C2CC(=O)C(C=NCCCO)=C(O)C2)cc1 (stereo not drawn)
 : 0.8	31%[activator]	2%	4%	27%	-8%	-2%	3%	9%
33: COc1ccc(CC(=O)Nc2nc(C)cs2)cc1OC
 : -0.3	36%[activator]	-2%	-5%	20%	25%	-3%	-8%	0%
38: COc1cc2c(=O)c(S(=O)(=O)c3ccc(F)cc3)cn(Cc3ccccc3C)c2cc1OC
 : 0.7	7%	0%	-16%	26%	/	-6%	-6%	-1%

An excerpt, so the mix of outcomes need not match the whole.
